Bioassay records as filed in PubChem BioAssay.
GAA glycogen: inhibitors or activators of human alpha-glucosidase glycogen cleavage. P10253. recombinant GAA, glycogen substrate, Amplex Red glucose oxidase fluorescence. Potency, µM (titrated, usually from 76.4 µM), for inactives: at the top dose activity change, negative = inhibition, usual class: inhibitors. 300,000 compounds, 0.38% hits; active = well fitted inhibition curve with a large enough effect; inconclusive = small, poorly fitted or top-dose-only effect, or another doubt; inactive = no such curve, though single readings can be large or run the other way;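 note: 0% = full enzyme reaction and -100% = no-enzyme basal signal; the screen sought inhibitors and activators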
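Recombinant human alpha-glucosidase (4 nM final) hydrolysed bovine liver glycogen (30 ug) for 40 min at 37 C in pH 5.0 citrate/phosphate with 0.01% Tween-20. Released glucose detected by glucose oxidase/Amplex Red, Ex 573/Em 610 nm. Compounds up to 77 uM; AC50 from Hill fits.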
Starred values were filed as active, the others as inactive; ? = inconclusive; & = joins results of further samples; [ ] = dose if it differs, or a comment. Potency is the fitted concentration of half-maximal effect. An excerpt; the hit share may differ from the screen's.

GAA glycogen	canonical_smiles
1.2%[76.3 µM]	Cc1cc(OCC(=O)NCCc2ccc(S(N)(=O)=O)cc2)c2c(C)cc(=O)oc2c1
-7.2%[76.3 µM]	CCOc1ccc(NC(=O)CC2S/C(=N/N=C3CCCCCC3)NC2=O)cc1 (stereo not drawn)
-3.5%[76.3 µM]	Cc1ccc(-c2cc(NC(=O)C(C)Oc3ccccc3F)on2)cc1 (stereo not drawn)
-3.6%[76.3 µM]	CCCN1C2CCCC1CC(NC(=O)c1ccc(C(C)(C)C)cc1)C2 (stereo not drawn)
4.3%[76.3 µM]	Cc1c(CNC2CCC(C)CC2)c(C(=O)O)c(C)n1Cc1ccccc1F (stereo not drawn)
-13.1%[76.3 µM]	O=C(COc1ccccc1)NCC(=O)N/N=C/c1ccc(Br)cc1
0.3%[76.3 µM]	CCN(CC)C(=O)c1ccc(COc2ccc(Cl)c(C)c2)o1
-3.9%[76.3 µM]	COc1ccc(CNC(=O)c2cc3sccc3n2Cc2ccc(F)cc2)cc1
0.8%[76.3 µM]	CCc1ccccc1OCCCCN1CCCCC1
4.5%[76.3 µM]	NC(=O)CC(NC(=O)Cc1ccc(Br)cc1)c1ccc(N2CCC(N3CCCC3)CC2)c([N+](=O)[O-])c1 (stereo not drawn)

Reprinted at random: 4 entries already listed.
GAA glycogen	canonical_smiles
-3.5%[76.3 µM]	Cc1ccc(-c2cc(NC(=O)C(C)Oc3ccccc3F)on2)cc1 (stereo not drawn)
-3.9%[76.3 µM]	COc1ccc(CNC(=O)c2cc3sccc3n2Cc2ccc(F)cc2)cc1
4.3%[76.3 µM]	Cc1c(CNC2CCC(C)CC2)c(C(=O)O)c(C)n1Cc1ccccc1F (stereo not drawn)
-7.2%[76.3 µM]	CCOc1ccc(NC(=O)CC2S/C(=N/N=C3CCCCCC3)NC2=O)cc1 (stereo not drawn)

Other records follow:
GAA glycogen	canonical_smiles
-9.0%[76.3 µM]	COc1ccccc1CNC(=O)COC(=O)c1cccc(S(=O)(=O)N2CCCCC2)c1
1.4%[76.3 µM]	CCCCCCOc1ccc(N2C(=O)CC(SCCN)C2=O)cc1 (stereo not drawn)
-5.7%	COc1cccc(-c2cc(C(=O)NC3CCCCC3)no2)c1
-1.1%	CCOc1ccccc1NC(=O)COC(=O)C1CC(=O)N(c2c(C)cccc2C)C1 (stereo not drawn)
2.7%[76.3 µM]	Cc1cccc(NC(=O)C2CCCN(S(=O)(=O)c3ccc4c(c3)oc(=O)n4C)C2)c1C (stereo not drawn)
-2.2%[76.3 µM]	COc1cccc(C(=O)N2CCN(CCc3ccncc3)CC2)c1
-11.5%	CCN(CC(=O)NCc1ccc(F)cc1)C(=O)CN1CCN(c2ccc(OC)cc2)CC1
13.6%[76.3 µM]	COc1ccc(-c2coc3c2c(C)cc2oc(=O)c(CC(=O)O)c(C)c23)cc1
-1.7%	COc1cc2c(c(OC)c1OC)-c1ccc(OC)c(=O)cc1[C@@H](N(C)CC#CCO)CC2
-3.9%	Cc1ccccc1NC(=O)N1CCCN(c2ccc(C#N)cn2)CC1

(list continues)
GAA glycogen	canonical_smiles
2.6%[76.3 µM]	COc1cccc(N(CC(=O)N2CCCCCC2)S(C)(=O)=O)c1
-4.6%[76.3 µM]	COc1ccc(/C=C(/NC(=O)c2ccco2)C(=O)NCCc2ccccc2)cc1
4.6%	CN(Cc1ccccc1)C(=O)c1cccc(N2C(=O)C3CC=CCC3C2=O)c1 (stereo not drawn)
-7.6%[76.3 µM]	O=C(NCc1c(-n2cccc2)sc2c1CCCC2)Nc1cccc(C(F)(F)F)c1
1.4%[76.3 µM]	COc1ccc(S(=O)(=O)Oc2ccc(C(=S)N3CCOCC3)cc2OC)cc1
15.3%[76.3 µM]	O=C(NCc1cccc(Cl)c1)C1CCN(C(=O)c2sccc2-n2cccc2)CC1
0.2%[76.3 µM]	CC1(C)CC(NC(=O)Cc2ccc(Cl)cc2)CC(C)(C)N1
-5.3%	COc1ccc(OC)c(NC(=O)CN(Cc2ccc(F)cc2)C2CCCCC2)c1
-7.9%&-20.4%[76.3 µM]	CCc1nn2c(=O)c(S(=O)(=O)Nc3ccc(C(C)C)cc3)c(C)nc2s1
-3.6%	O=C(N/N=C/c1ccc2c(c1)OCO2)C(=O)Nc1cccc(Cl)c1

The results go on:
GAA glycogen	canonical_smiles
-11.5%[76.3 µM]	COc1ccccc1-c1cc(C(F)(F)F)nc(S(=O)(=O)CCCC(=O)Nc2cc(OC)c(OC)c(OC)c2)n1
5.2%[76.3 µM]	O=C(c1ccco1)N1CCN(Cc2ccc(F)cc2)CC1
-2.3%[76.3 µM]	COc1ccc(N2CCN(Cc3nc4c(c(=O)[nH]c(=O)n4C)n3Cc3ccc(C)cc3)CC2)cc1
-3.2%[76.3 µM]	Cc1c(OC(C)C(=O)NCCN2CCOCC2)ccc2c(-c3ccccc3)cc(=O)oc12 (stereo not drawn)
1.9%	COc1ccc(C(=O)C2CCN(CC(=O)Nc3ccc(OC)cc3OC)CC2)cc1
-0.9%[76.3 µM]	O=C(CSc1nnc(NC(=O)C2CC2)s1)Nc1cccc(F)c1
9.3%[76.3 µM]	CC(NC(=O)CCn1c(=O)c2cccn2c2ccc(F)cc21)c1ccccc1 (stereo not drawn)
-4.2%[76.3 µM]	O=C(NCC(=O)N1CCCCC1)c1ccc(Br)o1
-21.1%	O=C(N/N=C/c1ccc(O)cc1O)NC12CC3CC(CC(C3)C1)C2
13.5%[76.3 µM]	COc1cccc(NC(=O)Cn2c(=O)n(Cc3ccc4c(c3)OCO4)c(=O)c3oc4ccccc4c32)c1

The results go on.
GAA glycogen	canonical_smiles
-3.8%[76.3 µM]	COc1ccc(C(=O)Nc2ccccc2)cc1NC(=O)c1ccc([N+](=O)[O-])cc1
0.3%	COc1ccc2[nH]cc(CCNC(=O)c3ccccc3Cl)c2c1
1.0%[76.3 µM]	CCOC(=O)CCNC(=O)CCc1nnc(CCCc2ccccc2)o1
-10.6%	O=C(Nc1nncs1)c1cc(S(=O)(=O)N2CCCCC2)ccc1Cl
-16.3%[76.3 µM]	Cc1ccc(Nc2sc(C(=O)c3ccccc3)c(N)c2S(=O)(=O)c2ccccc2)c(C)c1
7.4%[76.3 µM]	CN(CC(=O)Nc1ccc(Br)cc1)S(=O)(=O)c1cccc2nsnc12
1.0%[76.3 µM]	CCN(c1ccccc1)S(=O)(=O)c1cccc(C(=O)N2CCN(S(=O)(=O)c3ccccc3)CC2)c1
3.3%	CCOCCCN(C(=O)c1snc(C(N)=O)c1N)C(C(=O)NC1CCCC1)c1ccc(O)cc1 (stereo not drawn)
13.6%[76.3 µM]	CCOC(=O)Cc1ccc(NC(=O)n2ncc3c(C)cccc32)cc1
1.8%[76.3 µM]	Cc1cc(C)cc(NC(=O)CSCc2cc(=O)n3ccsc3n2)c1

(further entries)
GAA glycogen	canonical_smiles
-7.8%[76.3 µM]	Cc1ccc(NC(=O)CN2CCN(C(=O)C3CCCO3)CC2)c(C)c1 (stereo not drawn)
-2.7%[76.3 µM]	Cc1ccc2c(c1)N(C(=O)N1CCC(C(=O)NCc3ccco3)CC1)CC(C)O2 (stereo not drawn)
10.9%[76.3 µM]	CCOc1ccc(-c2cc3c(=O)n(Cc4nc(-c5ccc(OCC)c(OC)c5)oc4C)ccn3n2)cc1Cl
-12.5%[76.3 µM]	Cc1ccccc1CSCC(=O)Nc1ccccc1F
-7.0%[76.3 µM]	Cc1ccccc1Nc1cc(C(=O)NC2CCCCC2)c2ccccc2n1
-9.6%[76.3 µM]	Cc1ccc(OCCn2cc(C(=O)C3CCCCC3)c3ccccc32)cc1
13.3%[76.3 µM]	NS(=O)(=O)c1ccc(CCNCC#Cc2ccccc2)cc1
1.3%	O=C(CC12CC3CC(CC(C3)C1)C2)Nc1c(F)cccc1F
-8.0%[76.3 µM]	COc1ccc(-c2noc(CN3CCN(c4cccc(Cl)c4)CC3)n2)cc1
8.4%	O=C(O)/C=C/c1ccc(Oc2ncccn2)cc1

Later entries:
GAA glycogen	canonical_smiles
-7.9%[76.3 µM]	CC(CCc1ccccc1)NC(=O)CCC(=O)N1CCC(C(=O)O)CC1 (stereo not drawn)
10.6%[76.3 µM]	O=C(Nc1ccc2c(c1)OCO2)c1cc(-c2ccc(Cl)cc2)on1
-6.6%	CCOc1ccccc1NC(=O)COc1ccc2ccc(=O)oc2c1
3.0%	CCCCN1C(=O)N(c2ccccc2Cl)C(C)(O)CC1(C)C (stereo not drawn)
1.5%[76.3 µM]	NS(=O)(=O)c1ccc(NC(=O)CN2C(=O)COc3ccc(Cl)cc32)cc1
10.5%[76.3 µM]	COc1ccc(CNC(=O)CCc2c(C)nc3cc(-c4ccc(OC)cc4OC)nn3c2C)cc1
2.8%	COc1cc(C(=O)ON=C2C3CC4CC(C3)CC2C4)cc(OC)c1OC
19.0%[76.3 µM]	CCc1ccc(OCC(=O)Nc2ccncc2)cc1
-0.9%	COCCCNC(=O)CNC(=O)c1nn(-c2ccc(OC)c(Cl)c2)c(=O)c2ccccc12
0.2%[0.611 µM]	COc1ccc(NC(=S)NC(=O)c2cccnc2)cc1

Four compounds out of the list, sorted by count of non-hydrogen atoms, ascending.
GAA glycogen	canonical_smiles
0.2%[0.611 µM]	COc1ccc(NC(=S)NC(=O)c2cccnc2)cc1
3.0%	CCCCN1C(=O)N(c2ccccc2Cl)C(C)(O)CC1(C)C (stereo not drawn)
-7.9%[76.3 µM]	CC(CCc1ccccc1)NC(=O)CCC(=O)N1CCC(C(=O)O)CC1 (stereo not drawn)
10.5%[76.3 µM]	COc1ccc(CNC(=O)CCc2c(C)nc3cc(-c4ccc(OC)cc4OC)nn3c2C)cc1

Carrying on.
GAA glycogen	canonical_smiles
-26.0%[76.3 µM]	Cc1ccc2[nH]cc(C(c3ccccc3)c3ccc(C)s3)c2c1 (stereo not drawn)
3.3%[76.3 µM]	Cc1ccc(CC(=O)NCCN2CCOCC2)cc1
-0.3%[76.3 µM]	CCc1ccccc1N(CC(=O)NC1CCCCC1)C(=O)CCC(=O)Nc1ccccn1
14.6%[76.3 µM]	CC(=O)Nc1ccc(Nc2nc3c(S(=O)(=O)c4cccc(Cl)c4)nnn3c3ccsc23)cc1
5.2%[76.3 µM]	COc1ccc(CNC(=O)Cn2nnc(-c3ccccc3F)n2)cc1
-8.9%[76.3 µM]	CN(C(=O)CSc1nc2ccc(NC(=O)c3cccs3)cc2s1)c1ccccc1
0.2%[76.3 µM]	Cc1cc(C)cc(Oc2coc3cc(OCC(=O)NC4CCCCC4)ccc3c2=O)c1
-3.1%[76.3 µM]	COc1ccc(Cc2nc3ccc(C(=O)NCC4CCOCC4)cc3o2)cc1OC
0.0%[76.3 µM]	C=CCn1c(SCC(=O)N(C)c2c(N)n(Cc3ccccc3)c(=O)[nH]c2=O)nnc1-c1ccccc1OC
13.6%[76.3 µM]	COc1ccccc1CC(=O)N1CCN(c2ccccc2)CC1

(further entries)
GAA glycogen	canonical_smiles
-10.5%[76.3 µM]	Cc1ccccc1CC(=O)Nc1ccc(C(=O)N2CCCC2)cc1
-15.6%	Cc1ccc(S(=O)(=O)NN2C(=O)/C(=C/c3cccnc3)SC2=S)cc1
-1.8%[76.3 µM]	Cc1cccc(NC(=O)C2CCCN(S(=O)(=O)c3c(C)[nH]c(=O)[nH]c3=O)C2)c1C (stereo not drawn)
3.2%	O=C(NCc1cccs1)C1CCN(S(=O)(=O)c2cccc([N+](=O)[O-])c2)CC1
1.0%[76.3 µM]	Cc1ccc(C(C)C)c(OC(C)C(=O)NCC2(N(C)C)CCCCC2)c1 (stereo not drawn)
-0.6%[76.3 µM]	CCCCN1C(=O)C(NC(=O)c2ccc(C(C)(C)C)cc2)(C(F)(F)F)C(C(=O)OC)=C1C (stereo not drawn)
-17.4%[76.3 µM]	COc1ccc(NC(=S)N2CCN(S(=O)(=O)c3ccc(F)cc3)CC2)cc1
?	Cc1c(C(=O)OCC2CCCCC2)[nH]c2c1C(=O)CC(c1ccc(Cl)cc1)C2 (stereo not drawn)
-0.6%	COC(=O)c1sccc1NC(=O)c1ccc(C)cc1
-5.7%[76.3 µM]	O=C1Nc2c(c(=O)[nH]c(=O)n2-c2ccccc2)C1(NS(=O)(=O)c1ccc(Cl)cc1)C(F)(F)F (stereo not drawn)

Next structures follow.
GAA glycogen	canonical_smiles
-2.0%	CCC(C)NC(=O)c1cc(Cl)c(NC(=O)C2=C(C)OCCS2)cc1OC (stereo not drawn)
-0.3%	CCN(CC)c1ccc2c(-c3ccc(S(=O)(=O)O)cc3S(=O)(=O)[O-])c3ccc(=[N+](CC)CC)cc-3oc2c1
10.5%[76.3 µM]	CC1(C)S[C@@H]2[C@H](NC(=O)COc3ccccc3)C(=O)N2C1C(=O)OCc1cc2ccccc2n1S(=O)(=O)c1ccccc1 (stereo partly drawn)
-9.8%[76.3 µM]	Cc1c(C)c2ccc(OCC(=O)N[C@@H](Cc3ccccc3)C(=O)O)cc2oc1=O
-13.9%[76.3 µM]	CCN(CC)S(=O)(=O)c1ccc2c(c1)N(CC(=O)Nc1ccc(OC)cc1)C(=O)CS2
10.2%[76.3 µM]	Cc1ccc(NC2CCCN(C(=O)c3cnsn3)C2)cc1C (stereo not drawn)
-0.2%	Cc1c(C)n(CCc2ccccc2)c2ncnc(NN)c12
10.1%	O=C(Nc1ccccc1)/C(=C/c1ccc(F)cc1)NC(=O)c1ccco1
-8.7%[76.3 µM]	Cc1cccc2c1-c1sc(C(=O)N3CCN(c4ccc(F)cc4)CC3)cc1CO2
2.8%	CC(=O)c1c(C)[nH]c(C(=O)N2CC(C)CC(C)C2)c1C (stereo not drawn)
-10.5%	O=C(COc1ccc(Br)cc1)NCCCNC(=O)c1cnccn1
11.3%[76.3 µM]	CCc1cc(C(=O)Nc2cnn(Cc3ccc(F)cc3)c2)no1
1.4%[76.3 µM]	COc1ccc(CN2CCNC(=O)C2CC(=O)N(C)C2CCOCC2)c(F)c1 (stereo not drawn)
